Screening data as filed in PubChem BioAssay.
mcGAS RapidFire: inhibitors of Mus musculus cyclic GMP-AMP synthase, initial high-throughput assay, cell-free, RapidFire MS | recombinant mouse cGAS, cGAMP by RapidFire MS | inhibition, % at 12.5 µM | 0.18% of 130,000 active | AID 1259397, 2018;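 active means inhibition of cGAS enzyme activity at or above 60%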;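 further: enzyme stimulated by 45 bp dsDNA with ATP and GTP substrates; cGAMP share of summed cGAMP plus half ATP and half GTP signals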
Target sequence (Q8C6L5 whole entry, looked up): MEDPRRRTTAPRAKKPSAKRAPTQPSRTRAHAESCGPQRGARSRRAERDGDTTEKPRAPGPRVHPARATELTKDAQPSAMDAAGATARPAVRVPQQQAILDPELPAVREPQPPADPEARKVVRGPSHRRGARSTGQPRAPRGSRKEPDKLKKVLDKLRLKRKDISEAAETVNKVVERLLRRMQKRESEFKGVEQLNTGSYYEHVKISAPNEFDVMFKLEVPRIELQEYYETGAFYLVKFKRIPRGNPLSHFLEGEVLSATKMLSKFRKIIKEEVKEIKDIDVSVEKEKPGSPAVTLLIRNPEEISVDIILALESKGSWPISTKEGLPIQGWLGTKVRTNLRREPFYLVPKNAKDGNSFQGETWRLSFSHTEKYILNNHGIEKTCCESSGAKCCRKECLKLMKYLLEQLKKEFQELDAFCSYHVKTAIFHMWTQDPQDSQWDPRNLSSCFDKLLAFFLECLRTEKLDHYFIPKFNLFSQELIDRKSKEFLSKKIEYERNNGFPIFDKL
Numbers without * were called inactive; & = joins results of further samples; ! = a repeat was not active.

SMILES	mcGAS RapidFire
Cc1ccc(C(C2Sc3nc(C)nn3C2=O)N2CCCCC2)cc1 (centres undefined)	-8.4
N[C@@H]1CC[C@@H](NS(=O)(=O)c2c(Cl)cccc2Cl)C1	-11.1
O=c1[nH]c(SCc2ccc(C(F)(F)F)cc2)nc2c1cnn2CCO	-31.2
N#Cc1ccccc1OCC(=O)Nc1ccnn1Cc1cccc(Cl)c1	-3.8
C=CCN(Cc1ccco1)Cc1ccc(-c2ccn[nH]2)o1	3.6
O=C(Cn1cccn1)N1CCOC(Cc2ccc(F)cc2)C1 (centres undefined)	3.8
Cc1cc(C)c(S(=O)(=O)NCc2ccc3c(c2)cc(C)n3C)c(C)c1	4.5
C(=Cc1ccco1)C=NN1CCN(C2c3ccccc3-c3ccccc32)CC1	-5.0
Cn1c(=NC(=O)Cc2noc3ccccc23)sc2ccccc21	-18.6
CC(C)(C)c1ccc2c(c1)C(=O)c1ccccc1C2=O	-9.3
Cc1ccccc1CN1C(=O)COCc2ccc(-c3ccncc3)cc21	-6.6
CCOC(=O)c1[nH]c(C)c(C(=O)COC(=O)c2ccco2)c1C	-5.9
Cc1cc(Cn2cnc(-c3ccccc3)c2COCc2ccccc2)no1	-2.1
CC1=C(C#N)C(C(F)(F)F)(C(F)(F)F)N=C(c2cccc(C)c2)N1	-0.1
CCOc1ccc(CN2CCN(Cc3cccc4nonc34)CC2CCO)cc1 (centres undefined)	-5.0
C=CCn1c(=O)c2c(nc3n(Cc4ccccc4)c(C)cn23)n(C)c1=O	-3.8
COC(C(=O)Nc1ccnn1C1CCN(Cc2cc(C(C)C)n[nH]2)CC1)c1ccccc1 (centres undefined)	-0.9
Cc1cc(=O)[nH]c(-n2nc(C)c(CCC(=O)Nc3nnc(C)s3)c2C)n1	-1.7
S=c1n(C2CC2)cnn1CN1CCN(c2ncccn2)CC1	-1.3
CNC=CC(=O)C(F)(F)F	-2.0
Cc1ccc(S(=O)(=O)C2(C(=O)N3CCNC(=O)C3)CCCC2)cc1C	4.7
O=C(NC1CCCCC1)NC1(CO)CCCC1	-38.3
Cc1ccc(C2c3cc4c(cc3OC(=N)C2C#N)OCO4)cc1 (centres undefined)	-10.4
N#Cc1c(N2C(=O)C3C4CCC(O4)C3C2=O)sc2c1CCCCC2 (centres undefined)	-8.6
FC(F)(F)c1cc(-c2ccco2)nc(N2CCCC2)n1	13.8
Cc1ccc(-n2ncc3c(=O)n(NC(=O)C4CCCCC4)cnc32)cc1	-2.4
Cc1ccc(-n2c(O)c(C=Nc3ccc(C(=O)NC45CC6CC(CC(C6)C4)C5)cc3)c(=O)[nH]c2=O)cc1	-4.5
Cc1n[nH]c(C)c1Sc1ccccc1N=Cc1cc([N+](=O)[O-])ccc1O	15.8
COc1ccc(C(C)=O)cc1CN1C(=O)C(C)ON=C1c1ccccn1 (centres undefined)	-4.1
O=C(CSc1ncnc2c1oc1ccccc12)c1ccc(F)cc1	3.1
CCOc1ccc(N2CCN(C(=O)C3CCCC3)C(C)C2=O)cc1 (centres undefined)	-7.3
COc1ccc(-c2nc(CN(C)Cc3ccc4nsnc4c3)c(C)o2)c(C)c1C	-10.2
Cc1ccc(-c2cc(C(=O)Nc3cnn(C45CC6CC(CC(C6)C4)C5)c3)no2)cc1	6.3
CN(C)C(=O)N1CCN(c2ccc(-c3noc(C(F)(F)F)n3)cn2)CC1	-0.2
N#CC(C#N)=NC1=C(N2CCCC2)CCC1	-6.2
O=C(Nc1ccc(-c2cscn2)cc1)C1CCCN(C2CCSCC2)C1 (centres undefined)	-10.5&-1.0
Cc1ncccc1C(=O)N1CCc2c(c(C(=O)O)nn2C)C1	-7.9
CCN(C(=O)CN1CCC[C@H]1CO)C1CC1	-2.1
COc1ccc2c(c1)C(=O)N(C)C1(CCN(CC=C(C)C)CC1)N2	-9.2
COc1ccc(OC)c(/C=C/C(=O)NC(c2ccc3c(c2)OCCO3)C(C)C)c1 (centres undefined)	-3.6

Pulled one by one from the list above:
SMILES	mcGAS RapidFire
Cc1n[nH]c(C)c1Sc1ccccc1N=Cc1cc([N+](=O)[O-])ccc1O	15.8
CCN(C(=O)CN1CCC[C@H]1CO)C1CC1	-2.1

Going on with the list:
SMILES	mcGAS RapidFire
CN1CCCCC1CCNC(=O)c1ccc(NCc2ccccn2)nc1 (centres undefined)	-14.3
Cc1[nH]cnc1CN1CCC(Oc2ccc(C(=O)NC3CCCC3)cc2Cl)CC1	-8.3
Cc1ccc(C(=O)NC2CCCN(CCCc3ccccc3)C2)cn1 (centres undefined)	-2.8
CCOc1ccc(N2CC(C)Cn3c2nc2c3c(=O)n(CC(=O)OC)c(=O)n2C)cc1 (centres undefined)	-9.5
CC(c1cccc(F)c1)S(=O)(=O)Cc1ccccc1 (centres undefined)	-0.3
CCOC(=O)N1CCc2c(sc(NC(=O)C(C)C)c2-c2nc3ccccc3s2)C1	-5.6
CCc1ccc(NS(=O)(=O)c2cccnc2N2CCN(c3ccccn3)CC2)cc1	0.6
CNS(=O)(=O)c1ccc(CN(Cc2ccncc2)Cc2ccc(F)cc2)cc1	-3.1
COc1ccc(Cc2noc(CS(=O)(=O)C3CCCC3)n2)cc1	-7.6
c1ccc(CCCc2nc(-c3ccccn3)no2)cc1	-14.9
COCc1[nH]n2c(=O)c(Cl)c(C)nc2c1-c1ccc(Cl)cc1	1.3
Cc1[nH]c2ccccc2c1C1c2ccccc2C(=O)N1CCC(=O)O (centres undefined)	-1.7
O=C(NC1CCc2ccccc21)C1=COC2=NC(=O)N(Cc3ccccc3C(F)(F)F)CCN12 (centres undefined)	-4.5
Cc1ccc(C(=O)N2CCCC(c3[nH]ncc3Cc3ccccc3)C2)c(=O)[nH]1 (centres undefined)	-14.2
COc1ccc(N2CCN(C(=O)C3CCCCC3C(=O)NCCC(c3ccccc3)c3ccccc3)CC2)cc1 (centres undefined)	-0.6
CCO[C@H]1COC[C@@H]1NC(=O)c1sc(OC)nc1C	-18.3
CC(=O)c1c(C)cc(C)c(Cn2cnc3sccc3c2=O)c1C	5.8
CC1(C(=O)NS(=O)(=O)Cc2ccccc2)CCN1C(=O)Cc1ccccc1 (centres undefined)	-9.9
O=C(Nc1ccc(C(=O)N2CCOCC2)cc1)C1C2CC3OC(=O)C1C3C2 (centres undefined)	-8.2
COc1ccccc1C(C)N(C)Cc1nc(Cc2cccc(F)c2)no1 (centres undefined)	-2.2

Gathered by group, the compounds so far with a Cl atom
SMILES	mcGAS RapidFire
N[C@@H]1CC[C@@H](NS(=O)(=O)c2c(Cl)cccc2Cl)C1	-11.1
N#Cc1ccccc1OCC(=O)Nc1ccnn1Cc1cccc(Cl)c1	-3.8
Cc1[nH]cnc1CN1CCC(Oc2ccc(C(=O)NC3CCCC3)cc2Cl)CC1	-8.3
COCc1[nH]n2c(=O)c(Cl)c(C)nc2c1-c1ccc(Cl)cc1	1.3

Further results
SMILES	mcGAS RapidFire
O=C(NC(c1ccccc1)c1ccncc1)c1ccc(F)cc1Cl (centres undefined)	-37.9
CC1CCN(C(=O)CNC(C)(C)c2ccccc2)c2ccccc2S1 (centres undefined)	-7.9
CCNC(=O)C1CCN(C(=O)c2ccc(-n3cccc3)cc2C)CC1	-8.6
CCCC(=O)Nc1c(-c2ccccc2)c(=O)c(C)nn1-c1ccc(C)cc1	-13.3
NC(=O)c1ccccc1N=Cc1cc(Cl)cc(Cl)c1O	-5.7
COc1ccccc1CCNc1nc2nonc2nc1NC1CC1	-13.9
c1ccc(-c2nc(N3CCCC3)nc3ccccc23)cc1	2.8
COc1ccc(CCNC(=O)Cc2ccccc2OC(C)C)c(O)c1	-12.6
CC1(C)CC(C(C#N)C#N)=CC(=NCCN=C2C=C(C(C#N)C#N)CC(C)(C)C2)C1	-12.5
CC(=O)CC1(O)C(=O)N(CCC(C)C)c2ccc(C)cc21 (centres undefined)	-7.1
O=C(N=Nc1c(O)[nH]c2ccc(F)cc12)c1ccncc1	-5.2
O=C1C(CCS(=O)c2ccccc2)C(=O)N(c2ccccc2)N1c1ccccc1 (centres undefined)	0.3&0.8
COc1ccccc1C1CN(CC(=O)N[C@H]2CCCCNC2=O)Cc2ccccc2O1 (some centres undefined)	-2.3
Fc1ccccc1CN(Cn1c(=S)nc2ncccn21)C1CC1	2.3
Cc1ccc(-c2cncc(CN(C)Cc3ccccc3)c2)cc1	-6.2
CC(C)(CO)C(O)C(=O)NCCC(=O)NCCSSCCNC(=O)CCNC(=O)C(O)C(C)(C)CO (centres undefined)	1.2
CCOCCCNC(N)=S	10.0
CSc1cn[nH]c1NC(=O)c1ccc(C)c(F)c1	-8.4
CN(Cc1cn[nH]c1-c1ccc(F)cc1)CC1CC(=O)N(C2CCCC2)C1 (centres undefined)	-14.2
O=C(NCc1ccccn1)c1ccc(C2CCCCC2)cc1	-16.2

Molecules from the list above that contain an aryl thioether with sulfur outside any ring (4):
SMILES	mcGAS RapidFire
O=c1[nH]c(SCc2ccc(C(F)(F)F)cc2)nc2c1cnn2CCO	-31.2
Cc1n[nH]c(C)c1Sc1ccccc1N=Cc1cc([N+](=O)[O-])ccc1O	15.8
O=C(CSc1ncnc2c1oc1ccccc12)c1ccc(F)cc1	3.1
CSc1cn[nH]c1NC(=O)c1ccc(C)c(F)c1	-8.4

(listing goes on)
SMILES	mcGAS RapidFire
O=C1C(Nc2ccc(Br)cc2)=C(N2CCOCC2)C(=O)c2ccccc21	-0.8
COc1ccccc1Oc1cc(C(F)(F)F)nc(SCc2cccc(Cl)c2)n1	-1.1
COC(=O)c1ccc(-c2noc(CN(C)C(C)c3nc(C)sc3C)n2)cc1 (centres undefined)	-13.2
Cc1nc(C)c(C(=O)Nc2cc(-c3cccc(F)c3F)[nH]n2)o1	-0.5
CC(c1ccccn1)N(C)Cc1cnc(N2CCOCC2)nc1 (centres undefined)	-5.8
Cc1cccc(NC(=O)CSc2ncnc3c2oc2ccccc23)c1	3.5
CN(Cc1c(F)ccc(F)c1Cl)CC1CC(=O)N(C2CCCC2)C1 (centres undefined)	-7.6
COCc1[nH]nc2c1C1(CCSCC1)C(C#N)C(=N)O2 (centres undefined)	-27.1
CC1(C(=O)NS(=O)(=O)c2cccc(F)c2)CCN1C(=O)Cc1ccccc1 (centres undefined)	-19.8
Cc1ccccc1-n1c(C2CC2)n[nH]c1=S	-6.6
O=C1NC(=S)C(=Cc2ccc(-c3nc4ccccc4s3)o2)S1	7.5
O=[N+]([O-])c1nn(-c2ccccc2)[n+]([O-])c1N1CCCCCC1	-33.3
Cc1cc(C(=O)NC2(C#N)CC2)ccc1NC(=O)CC(C)C	-1.4
CC(C)N=c1scc(-c2ccc(F)cc2)n1N=Cc1ccc(O)cc1O	-26.4
Cc1ccc2[nH]c(=O)c(CN(C)CCCc3nccn3C)cc2c1	-5.7
O=C(CN1CCCC(Nc2ccc3c(c2)OCCO3)C1)Nc1nccs1 (centres undefined)	-9.0
COc1ccc(-c2nc(CN3CCCC3c3ccccn3)c(C)o2)cc1 (centres undefined)	-38.8
Cc1ccc(CC(=O)NCc2ccc(C(=O)N3CCCC3)cc2)s1	4.0
Cc1ccc(OCCn2c(C)c(/C=N\n3cnnc3)c3ccccc32)cc1C	1.9
CN(CC(=O)NCCc1ccccc1)S(=O)(=O)Cc1ccc(C#N)cc1	-6.1
Cc1csc(C(C)NC(=O)Nc2cccc(C(F)F)c2)n1 (centres undefined)	-0.1
CS(=O)(=O)CCNc1ccnc2ccc(Br)cc12	-10.0
Cc1ccccc1C(CC(=O)NCc1ccncc1)c1ccccc1 (centres undefined)	-7.3
CC(C)c1nnc2sc(C3CCOC(C)(C)C3)nn12 (centres undefined)	-24.4
Cc1cc(C)cc(C(=O)NCCn2cc(SCC(=O)N3CCOCC3)c3ccccc32)c1	-6.3
CC(=O)Nc1ccc(N2C(=O)CC3CS(=O)(=O)CC32)cc1Cl (centres undefined)	-4.8
CCn1c(C2CCCNC2)nn(Cc2cc(OC)ccn2)c1=O (centres undefined)	60.9*!
Cc1ccc(-c2csc(NC(=O)CSCc3c(C)noc3C)n2)cc1	4.2
Cc1c(C(=O)O)nn(C(C)(C)C)c1Oc1ccc([N+](=O)[O-])cc1F	-4.0
O=C(CC12CC3CC(CC(C3)C1)C2)NNS(=O)(=O)c1cc(F)ccc1F	7.8
c1csc(-c2nc3ncccn3c2NC2CCCC2)c1	-6.6
Cc1cc(C)n(-c2cccc(CN(C)C(=O)c3cn(CC4CCCO4)nn3)c2)n1 (centres undefined)	-11.0
CC(Oc1cccc(Cl)c1)C(=O)N1CCOC(COCc2ccc(F)cc2Cl)C1 (centres undefined)	-4.6
CN(C)CCN(Cc1ccc(Cl)cc1)C(=O)/C=C/c1cnn(C)c1	-40.0
Cc1cc(C)n2c(c1)cc(=O)c1ccccc12	-7.4
O=C(NCC1(O)CCNC1)C1CCN(C(=O)c2ccccn2)CC1 (centres undefined)	-18.6
COc1ccccc1N/C=C(/Br)C(=O)C(F)(F)F	-7.3
CC(C)CN(C)C(=O)Nc1ccccc1CN1CCOCC1	-8.0
CCc1nnc(CNC(=O)c2cnn(CC)c2C)s1	-58.7
Cc1cc(OCC(=O)NNC(=O)COc2cc(C)c(Cl)c(C)c2)cc(C)c1Cl	-0.6
CCCN1CCN(c2ccc(C(=O)N(C)Cc3ccc4ccccc4n3)cn2)CC1	-5.4
O=C(CN1CCCCC1)NC1CCc2cc3c(cc21)CCC3 (centres undefined)	-4.1
CCN(Cc1ccc2c(c1)OCO2)S(=O)(=O)c1cn(C)c(=O)n(C)c1=O	-6.0
CC1(C)CC2CC(C)(CN2CC(C)(C)NS(=O)(=O)c2cccs2)C1 (centres undefined)	-26.2
COc1cc(OC)c2[nH]c(C(=O)N3CSCC3C(=O)N3CCOCC3)cc2c1 (centres undefined)	13.6
CC1=NOC(C(=O)NCCCc2nc3ccccc3s2)C1 (centres undefined)	8.9
C#CCn1c(=O)c2c(OCCC)ccnc2n(C)c1=O	0.7
Cc1nn(C)c(=O)c2c1cnn2-c1ccccc1	-5.7
COc1cc(/C=C2/CCS(=O)(=O)c3ccccc3C2=O)cc(OC)c1	2.1
CSc1ccccc1C(=O)N1CCC(N2CCC(C(=O)NC3CC3)CC2)CC1	-1.7
CSc1cccc(CNC(=O)c2ccc(S(N)(=O)=O)cc2)c1	-7.1
CC(C)N(C)S(=O)(=O)c1ccc(NC(=O)CNC(C)(C)C)cc1	-9.8
COc1ccc(CNC(=O)c2cccc(N3CCCC3=O)c2)cn1	1.1

The list is partial, so the mix of outcomes need not match the whole.
